Assay outcomes: PubChem, The Scripps Research Institute Molecular Screening Center
ABHD4 inh: ABHD4 (mouse) inhibition, primary FP screen; purified mABHD4, FP-Rh probe fluorescence polarization; inhibition, % at 8.92 µM; 370,000 compounds, 0.54% hits; AID 720543;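 active means inhibition exceeding the mean over every tested compound plus 3 SD, cut at about 30% in these data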;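 further: 0% = plate median of compound wells and 100% = S159A mutant with DMSO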
Target sequence (Q8VD66 whole entry, looked up): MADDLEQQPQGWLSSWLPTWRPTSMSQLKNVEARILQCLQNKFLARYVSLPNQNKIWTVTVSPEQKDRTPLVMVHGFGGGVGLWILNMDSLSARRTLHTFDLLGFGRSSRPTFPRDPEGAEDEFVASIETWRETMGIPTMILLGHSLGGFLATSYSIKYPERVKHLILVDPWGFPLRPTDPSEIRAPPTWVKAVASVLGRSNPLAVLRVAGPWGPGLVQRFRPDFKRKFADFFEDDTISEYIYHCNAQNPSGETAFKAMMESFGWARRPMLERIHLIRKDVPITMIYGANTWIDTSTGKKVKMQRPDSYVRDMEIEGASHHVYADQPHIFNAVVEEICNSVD
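Test system: mABHD4 protein | Buffer or medium: HEPES pH 7.0 buffer, 150 mM NaCl, 0.01% Pluronic F-127 | Probe or stimulus: FP-Rh fluorescent activity-based probe, added after compound pre-incubation | Timing: Pre-incubation 45 min, probe exposure 60 min, at 25 °C | Technique: Fluorescence polarization, excitation 525 nm, emission 598 nm, BODIPY TMR filters | Repeats: Single well per compound (singlicate)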
SIAE inh: blocks human sialic acid acetylesterase | Q9HAT2 | SIAE FP-Rh probe binding, fluorescence polarization | inhibition, % at 9.66 µM | 370,000 compounds, 0.69% hits | AID 1053197;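 active means inhibition above a cutoff: mean of compounds within the control limits plus 3 SD of those, cut at about 17% in these data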;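 further: 0% = plate median of compound wells and 100% = probe without SIAE protein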
Target sequence (Q9HAT2 whole entry, looked up): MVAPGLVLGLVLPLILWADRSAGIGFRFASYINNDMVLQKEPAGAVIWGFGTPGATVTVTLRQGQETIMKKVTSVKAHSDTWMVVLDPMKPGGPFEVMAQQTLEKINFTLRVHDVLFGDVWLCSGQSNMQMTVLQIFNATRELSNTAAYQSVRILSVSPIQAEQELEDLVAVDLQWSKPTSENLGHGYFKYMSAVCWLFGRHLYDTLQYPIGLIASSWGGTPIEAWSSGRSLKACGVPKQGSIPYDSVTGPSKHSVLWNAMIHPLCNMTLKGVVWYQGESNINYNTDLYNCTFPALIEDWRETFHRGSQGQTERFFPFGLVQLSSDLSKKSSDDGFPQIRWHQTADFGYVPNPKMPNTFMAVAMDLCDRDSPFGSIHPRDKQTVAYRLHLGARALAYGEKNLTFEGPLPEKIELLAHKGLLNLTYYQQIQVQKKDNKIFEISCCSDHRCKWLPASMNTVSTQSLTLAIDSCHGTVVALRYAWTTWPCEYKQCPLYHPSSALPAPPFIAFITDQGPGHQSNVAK
PG9 Ab binder: binds the HIV-1 gp120 antibody PG9 | TR-FRET gp120-PG9 antibody binding | inhibition, % at 6.7 µM | 360,000 compounds, 0.43% hits | AID 624416; in the data active means inhibition above about 8.5%
Tn7 DDE FP: DD(E)-Tn7 binding inhibition, primary FP screen | FP displacement of FITC-Tn7 peptide from fibrin DD(E); 0% = median of compound wells per plate | 370,000 compounds, 0.13% hits | inhibition, % at 8.3 µM | P02675;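 active means inhibition above the mean of compounds falling within the control limits plus 3 SD of them, cut at about 14% in these data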;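 further: 0% = plate median of compound wells and 100% = 10 µM Aha-Tn7 peptide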
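Assay system: Human fibrin DD(E) protein | Medium: Tris buffer with calcium and detergent, pH 7.8 | Reagent: 0.1 µM fluorescent Tn7 | Compound dosing: Single point at 8.3 µM | Times: 10 min preincubation, 3 h with tracer, room temperature | Detection: Fluorescence polarization of the labelled Tn7 tracer | Controls: Aha-Tn7 high control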
UHRF1 binding: UHRF1 methyl-DNA binding inhibition | UHRF1 binding to methylated oligo, TR-FRET | Q96T88 | inhibition, % at 4.4 µM | AID 687016 | 370,000 compounds, 0.75% hits; in the data active means inhibition above about 21%;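 further: UHRF1 SRA domain binding a hemimethylated CpG hairpin DNA probe; 0% = median of test compound wells and 100% = reference inhibitor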
TCR CD3 inh: inhibitors of human TCR-CD3 interaction; 360,000 compounds, 0.37% hits; AID 651800; inhibition, % at 9.4 µM; TAMRA-labeled TCR probe fluorescence, biochemical; in the data active means inhibition above about 19%;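 further: recombinant mutant TCR 2C K166C tagged with TAMRA read by polarization; 0% = receptor in buffer alone and 100% = receptor with positive control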
TDP2 absorb: blocks human TDP2 phosphodiesterase activity; recombinant TDP2, T5PNP hydrolysis, p-nitrophenol absorbance 415 nm; AID 720702; 370,000 compounds, 0.34% hits; inhibition, % at 12.8 µM;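 active means inhibition above the mean of all tested compounds plus 3 SD, set per campaign, cut at about 25% in these data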;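 further: 0% = DMSO with enzyme and 100% = buffer with substrate but no TDP2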
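test system = human TDP2 enzyme | input = TDP2 enzyme at 120 nM final | medium = 50 mM Tris-HCl pH 7.5 with Mg2+, KCl, DTT, BSA | also added = T5PNP substrate, 5 mM | times = 2 h at 37 °C | technique = epi absorbance | benchmarks = high control without enzyme, low control DMSO plus TDP2 | replication = each compound tested once, singlicate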
HTRA1 inh: HTRA1 (human) protease inhibition; Q92743; recombinant HTRA1, FP-rhodamine activity-based probe, fluorescence polarization; inhibition, % at 5.96 µM; 340,000 compounds, 0.5% hits; in the data active means inhibition above about 36%;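 further: 0% = enzyme with DMSO and 100% = wells lacking enzyme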
LEDGF integ inh: blocks HIV-1 LEDGF/p75-dependent DNA integration; TR-FRET IN-LEDGF/p75 DNA integration, Eu/Cy5; inhibition, % at 3.7 µM; 370,000 compounds, 0.64% hits; AID 743269;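 active means inhibition above the screen-wide mean plus 3 SD, cut at about 13% in these data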;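 further: signal is the Cy5 over europium emission ratio at 671 and 618 nm; 0% = plate median of compound wells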
PRMT1 FP inh: PRMT1 (human) inhibition, primary screen; Q99873; recombinant PRMT1, activity-based probe fluorescence polarization; inhibition, % at 2.79 µM; 370,000 compounds, 1.3% hits;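 active means inhibition above about 21% made by adding two undisclosed values, limit read from the data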
The depositor's hits bear a star; / = not tested or not shown.

The line under a structure holds: ABHD4 inh, SIAE inh, PG9 Ab binder, Tn7 DDE FP, UHRF1 binding, TCR CD3 inh, TDP2 absorb, HTRA1 inh, LEDGF integ inh, PRMT1 FP inh
Cc1ccc(S(=O)(=O)N2CC3(O)CN(C(=O)OC(C)C)N(C(=O)OC(C)C)CC3(OC(=O)NCC3CCCCC3)C2)cc1 (stereo not given)
  0, 8, -0.5, -5, -2, -1, -3, -33, -5, 3
CC(C)CN(C(=O)CN(C)C(=O)Cc1ccc(Cl)cc1)c1c(N)n(CC(C)C)c(=O)[nH]c1=O
  -3, 3, -0.1, 6, 1, -7, 5, -6, 0, 2
Cc1ccc(S(=O)(=O)NC(=NC(C)C(=O)O)c2ccccc2)cc1 (stereo not given)
  -1, -2, -0.2, 1, 1, 8, 7, 2, 2, 1
CNC(=O)NC(=O)C(c1ccccc1)N(C)CC1COc2ccccc2O1 (stereo not given)
  3, 2, -0.7, 1, 1, -5, -2, -2, -4, 0
O=C(COC(=O)CC1CC2CCC1C2)Nc1ccc(F)cc1 (stereo not given)
  -2, 1, -1.4, 1, 15, 6, 1, -10, 5, -1
O=C(O)c1c2c(nc3ccccc13)/C(=C/c1ccc(OC(F)F)cc1)CCC2
  -4, -2, 1.7, 7, 4, -3, 1, -8, 0, 16
O=C(Cc1cccc2ccccc12)NCCOc1ccccc1F
  -4, 0, -0.8, 5, -1, 1, 15, 1, 1, -1
Cc1nnc(SCC(=O)Nc2ccc(Br)cn2)[nH]c1=O
  -6, -1, -1.5, 4, 1, -6, -2, 5, 1, 12
Cc1ccc(NC(=O)C2c3ccccc3-c3ccccc32)cc1
  -14, -20, 0.7, -6, 2, 11, -18, /, 6, -2
O=C(COc1ncnc2ccccc12)N1CCN(S(=O)(=O)c2ccccc2)CC1
  -7, 6, 1.9, 6, 3, -6, -2, -2, 7, 4
CC(C)(C)c1ccc(/C=C2\Oc3c(ccc(O)c3CN3CCN(CCO)CC3)C2=O)cc1
  6, -2, -2.3, -1, -2, 3, -23, 4, -1, 9
O=C(NCCN1CCN(C(=O)c2ccc(F)cc2)CC1)c1ccc(F)cc1
  3, 2, -0.3, 5, 0, 3, 2, 0, 0, -5
O=C(CSc1nnc(COc2ccccc2)n1Cc1ccco1)NCc1ccco1
  -2, -2, -1.9, -6, 11, 8, -11, -2, 28*, 29*
CCCCCCn1c(SCCC)nc2c1c(=O)[nH]c(=O)n2C
  -4, 1, -2.8, 3, 1, 0, 11, -5, 1, 0
O=C(NNC(=O)C1CC1)c1ccc(F)cc1F
  5, -6, 2.8, -1, 0, 0, 2, 6, 1, 5
Cn1c(Cn2c3ccccc3c3ccccc32)n[nH]c1=S
  -12, 1, 1.0, 7, 3, -8, -20, -5, 7, 6
O=C(CSc1nc2ccccc2c(=O)[nH]1)Nc1nc(-c2ccc(Br)cc2)cs1
  7, -65, -4.6, 8, -1, 11, 1, -30, -3, 3
Cc1cccc(C)c1NC(=O)C1(C)CSCC(=O)N1CC(C)C (stereo not given)
  -7, 10, -1.1, 2, -1, 6, 11, /, 0, -1
O=c1[nH]c2cc3c(cc2cc1CN(Cc1cccnc1)Cc1nnnn1Cc1ccco1)OCCO3
  12, 7, -0.4, 4, 34*, 16, -8, 0, 39*, 35*
CC(C)(C)n1c(O)c2n(c1=O)Cc1ccccc1N=C2c1ccccc1
  4, 3, 0.5, -4, -1, 1, -3, /, 3, -1

Sorted by length of the SMILES (smallest number first): some entries from above.
The line under a structure holds: ABHD4 inh, SIAE inh, PG9 Ab binder, Tn7 DDE FP, UHRF1 binding, TCR CD3 inh, TDP2 absorb, HTRA1 inh, LEDGF integ inh, PRMT1 FP inh
Cn1c(Cn2c3ccccc3c3ccccc32)n[nH]c1=S
  -12, 1, 1.0, 7, 3, -8, -20, -5, 7, 6
Cc1nnc(SCC(=O)Nc2ccc(Br)cn2)[nH]c1=O
  -6, -1, -1.5, 4, 1, -6, -2, 5, 1, 12
Cc1ccc(S(=O)(=O)NC(=NC(C)C(=O)O)c2ccccc2)cc1 (stereo not given)
  -1, -2, -0.2, 1, 1, 8, 7, 2, 2, 1

Additional results
The line under a structure holds: ABHD4 inh, SIAE inh, PG9 Ab binder, Tn7 DDE FP, UHRF1 binding, TCR CD3 inh, TDP2 absorb, HTRA1 inh, LEDGF integ inh, PRMT1 FP inh
CCOC(=O)CSc1n[nH]c(NC(=O)NC(C)C)n1
  -1, 6, -1.1, 1, 2, 0, -3, -2, 2, 1
COc1ccc(/C=C2\CCCc3c2nc2ccc(C)cc2c3C(=O)O)cc1O
  7, 5, -4.0, 5, 2, -1, -5, 0, -3, 2
CN(CC(=O)Nc1ccc(C(N)=O)cc1)CC(=O)Nc1ccccc1Cl
  2, 3, -2.3, 7, -1, 7, -5, -1, 0, 1
COCc1cc(C)nc(SCC(=O)N2CCC(C)CC2)c1C#N
  3, 0, 0.9, 1, -4, 7, 6, 3, -1, -2
Cc1ccc(S(=O)(=O)N(CC(=O)NCc2cccnc2)c2ccc(F)cc2)cc1
  2, -4, -0.5, -3, 5, 0, -1, -1, -3, 3
Cc1noc(C)c1NC(=O)N(C)C[C@H]1Oc2c(NC(=O)NC(C)C)cccc2C(=O)N([C@H](C)CO)C[C@@H]1C
  0, 11, 1.6, 2, -1, 1, 8, 13, -6, 3
COc1ccccc1NC(=O)N1CCCC1
  7, -5, -1.4, -3, 5, 6, -5, 5, -3, 2
CCOCCCNC(=O)c1ccc2nc(-c3ccc(OC)c(OC)c3)c(-c3ccc(OC)c(OC)c3)nc2c1
  0, -6, 1.2, -6, 2, -5, -22, -10, 0, -2
COc1cccc(NC=C2C(=O)OC3(CCCCC3)OC2=O)c1
  21, 1, 0.9, -3, 1, 0, 5, -6, -1, 1
O=C(Nc1ccncc1)c1ccc(NS(=O)(=O)c2ccc3[nH]c(=O)[nH]c3c2)cc1
  -10, -3, 5.3, -1, 2, -3, -13, -5, -3, -1
CCOc1ccccc1NC(=O)c1cnc2n(c1=O)CCS2
  0, -2, 0.2, -1, 1, -1, -7, 3, -2, -1
COc1c2c(nc3occc13)C(CC=C(C)C)(OC)C(O)CC2 (stereo not given)
  7, -1, 0.2, -5, 4, -2, -12, 4, 3, 2
CCCC(=O)Nc1ccc(Cl)c(NC(=S)NC(=O)c2cc3ccccc3o2)c1
  -1, -10, 1.3, -1, 3, 3, 1, -5, 1, -2
Oc1cccnc1CN1CCOCC1
  1, 4, -1.2, -11, -6, 7, -4, 6, -2, -4
O=C(NCC1CCCO1)c1ccc2c(=O)n(Cc3cccc(Br)c3)c(=S)[nH]c2c1 (stereo not given)
  -4, 4, 1.4, 5, -4, 1, -1, -5, 0, -3
Fc1ccccc1CN1CCN(c2ncccn2)CC1
  -1, 4, -2.9, 0, -3, 5, 10, 13, 3, -1
COc1cccc(NC(=O)c2ccccc2-c2ccccc2)c1
  0, 7, -2.6, 1, -1, 3, 1, -1, -2, -3
COC(=O)c1c(-c2ccc(OC)cc2)oc2ccc(-c3cc(OC)c(OC)c(OC)c3)cc12
  -6, -8, -0.2, 5, 2, 7, 9, -9, 0, -4
CC1(C(=O)NS(=O)(=O)C2CC2)CCCN(C(=O)c2ccc3ccccc3c2)C1 (stereo not given)
  8, 4, -0.6, -3, 0, -12, -4, /, -2, 4
Cc1ccc2cc(C=O)c(N3CCOCC3)nc2c1C
  -3, -2, 0.5, 1, 0, -6, 2, -2, 5, 0

In a second layout: three of the compounds above
SMILES | ABHD4 inh | SIAE inh | PG9 Ab binder | Tn7 DDE FP | UHRF1 binding | TCR CD3 inh | TDP2 absorb | HTRA1 inh | LEDGF integ inh | PRMT1 FP inh
COc1ccccc1NC(=O)N1CCCC1 | 7 | -5 | -1.4 | -3 | 5 | 6 | -5 | 5 | -3 | 2
CCOCCCNC(=O)c1ccc2nc(-c3ccc(OC)c(OC)c3)c(-c3ccc(OC)c(OC)c3)nc2c1 | 0 | -6 | 1.2 | -6 | 2 | -5 | -22 | -10 | 0 | -2
COc1cccc(NC=C2C(=O)OC3(CCCCC3)OC2=O)c1 | 21 | 1 | 0.9 | -3 | 1 | 0 | 5 | -6 | -1 | 1

Continued:
The line under a structure holds: ABHD4 inh, SIAE inh, PG9 Ab binder, Tn7 DDE FP, UHRF1 binding, TCR CD3 inh, TDP2 absorb, HTRA1 inh, LEDGF integ inh, PRMT1 FP inh
COc1ccc(Oc2ccc(-c3ccn[nH]3)cc2)cc1
  -5, -1, -1.3, 1, -2, 8, -7, -18, -1, -5
COc1ccccc1N(CC(=O)N(c1ccccc1)C(C)C)S(=O)(=O)c1cccs1
  -3, -5, -0.3, 2, 1, -2, -17, -3, 2, -4
COc1ccc(-n2nc(C(=O)NCC(=O)NCc3cccc(F)c3)c3ccccc3c2=O)cc1Cl
  1, -40, 1.8, 1, -1, 6, -13, -9, 0, 0
C[C@@H]1CN([C@H](C)CO)C(=O)c2cc(Br)cnc2O[C@@H]1CN(C)Cc1ccc(-c2ccccc2)cc1
  0, 8, -1.1, -3, 0, -6, -10, -14, 1, 0
